Screens (PubChem)
Wnt act – activators of Wnt/beta-catenin signaling; Wnt/beta-catenin reporter cell assay, activator, plate reader; activation, % at 9.35 µM; 300,000 tested, 1.2% active; in the data active = activation above about 30%, passing the limit was not always enough;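 also: 0% = neutral control wells and 100% = positive control wells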
* marks the source's active call; other numbers are inactive results. These rows are one share of the data; rates above refer to the full screens.

SMILES	Wnt act
COc1ccc(C(C)(NC(C)=O)c2nc(-c3cccc(C(F)(F)F)c3)cs2)cc1 (centres undefined)	-1
CCN(CC)C(=O)c1cccc(-c2csc(C(O)c3cccc(Cl)c3)n2)c1 (centres undefined)	-3
CCN1C(=O)[C@H]2[C@@H](c3ccc(OC)cc3)N[C@]3(CCCN(Cc4ccc(C(F)(F)F)cc4)C3=O)[C@H]2C1=O	-2
COC(=O)C1=C(C)N(Cc2cccc(C(F)(F)F)c2)C(=NCc2ccc3c(c2)OCO3)NC1c1ccc(F)cc1 (centres undefined)	-22
CC1=C(C(=O)N2CCOCC2)CC(CC(=O)NCc2ccco2)C(=O)N1CCC1=CCCCC1 (centres undefined)	-1
CC(C)[C@@H](C)/C=C/[C@@H](C)[C@H]1CC[C@@H]2[C@]1(C)CCC1[C@]23C=C[C@]2(C[C@@H](O)CC[C@]12C)N(c1ncc(C(F)(F)F)cc1Cl)O3 (some centres undefined)	-7
CC1(C(=O)NCC2CC2)CCN1C(=O)C1(c2ccc(Cl)cc2)CC1 (centres undefined)	-3
Cc1cc(F)cc(-c2cc(C(=O)NCc3cccc(Cl)c3)[nH]n2)c1	-1
CCc1ccc(N2CC(C(=O)N3CCN(S(=O)(=O)c4cccc(F)c4)CC3)CC2=O)cc1 (centres undefined)	-1
C[C@@H]1CN([C@H](C)CO)C(=O)c2cc(NC(=O)Nc3ccccc3)ccc2O[C@@H](C)CCCCO[C@H]1CN(C)S(C)(=O)=O	-2
O=C(C[C@@H]1CC[C@H](NC(=O)c2ccc3c(c2)OCO3)[C@@H](CO)O1)NCc1ccc(F)cc1	-1
Nc1nc(SCC(=O)NCCc2ccccc2)[nH]c(=O)c1-c1ccccc1	-1

Arranged by value in Wnt act (ascending): 3 of the compounds above.
mol	Wnt act
COC(=O)C1=C(C)N(Cc2cccc(C(F)(F)F)c2)C(=NCc2ccc3c(c2)OCO3)NC1c1ccc(F)cc1 (centres undefined)	-22
CCN1C(=O)[C@H]2[C@@H](c3ccc(OC)cc3)N[C@]3(CCCN(Cc4ccc(C(F)(F)F)cc4)C3=O)[C@H]2C1=O	-2
O=C(C[C@@H]1CC[C@H](NC(=O)c2ccc3c(c2)OCO3)[C@@H](CO)O1)NCc1ccc(F)cc1	-1

New compounds follow.
SMILES	Wnt act
CCCCCCCCN1C(=O)[C@H](CC(=O)NCCCC)C[C@@]2(C(=O)OC)CC(C)(C)CC=C12	-5
Cc1ccc(CN2C(=O)CCC2(C)c2nnnn2Cc2ccccc2)cc1 (centres undefined)	-2
CC(CNC(=O)CCc1ccccc1)NC(=O)CCc1ccccc1 (centres undefined)	-1
COCC(=O)N(C)[C@H]1C[C@H]2c3[nH]c4ccccc4c3CCN2C(=O)[C@H]1[C@H](C)O	2
C=CCN=C1NC(CCc2ccccc2)C(C(=O)OC)=C(C)N1Cc1cccc(C(F)(F)F)c1 (centres undefined)	-18
c1cc(-c2ccc3[nH]ccc3c2)n2ccnc2c1	3
Cc1cc(N2CCN(CC(C)(C)O)C[C@H]2C)ccc1N1CCN(CC(C)(C)O)[C@@H](C)C1	-6
Cc1cc(C)c(NC(=O)CNC(=O)c2cc(C3CC3)nc3c2cnn3C(C)C)c(C)c1	-3
Cc1ccc(C(=O)COc2ncnc3cc(Cl)ccc23)cc1	-1
COC(=O)[C@]12CCCCC=C1N(Cc1cccc3ccccc13)C(=O)[C@H](CC(=O)NCc1ccccc1)C2	-3
CN(C(=O)c1cc2c(cc1Br)OCO2)c1cccc2ccccc12	-2
CC(=O)C[C@@H]1OC[C@H](C(C)C)N1S(=O)(=O)c1ccc(C)cc1	-1
COC(=O)CC(=O)CC(NS(=O)(=O)c1ccc(C)cc1)c1ccccc1 (centres undefined)	-2
CC(C)(C)c1ccc(OCC(O)CN2CCc3ccccc3C2)cc1 (centres undefined)	-3
CC(C)C[C@H]1CNC(=S)N1C[C@H]1CCCN1C[C@H](CC(C)C)N1C[C@H](Cc2ccc(O)cc2)N(CC2CCCCC2)C1=S	-21
Cc1cccc(CN2CCN([C@H]3CS(=O)(=O)N[C@@H]3COCc3ccccc3)CC2)c1	-1
COc1cccc(C#CC2=CC(=O)C[C@H](c3ccc(F)cc3)C2)c1	-1
CC1CC(NC(=S)N(C)C)CC(C)(C)C1 (centres undefined)	-1
CN(Cc1cn(Cc2ccc(F)cc2)nn1)C1CN(Cc2cn(Cc3ccc(F)cc3)nn2)S(=O)(=O)C1 (centres undefined)	-5
O=C(O)CC1c2ccccc2CCN1S(=O)(=O)c1cccs1 (centres undefined)	1
Cc1cc(F)ccc1S(=O)(=O)N1CCCOC1CNC(=O)C(=O)NCCc1ccco1 (centres undefined)	1
O=C(O)c1cccc(-c2csc(C(O)c3cccc(Cl)c3)n2)c1 (centres undefined)	-1
Cc1ccc(CN2CC(N3CCN(c4ccccn4)CC3)CS2(=O)=O)cc1 (centres undefined)	-1
CC(C)C1CC2=C(C(=O)OC(C)(C)O2)C(c2ccc(F)cc2)O1 (centres undefined)	-1
CC(=O)C1=CCC(c2ccc(C)cc2)N(S(=O)(=O)c2ccc(Cl)cc2)C1 (centres undefined)	-2
COc1ccccc1N(C(C)=O)C1=C(Cl)C(=O)c2ccccc2C1=O	-5
CCOC(=O)[C@]12CCCC=C1N(Cc1ccc(Cl)cc1Cl)C(=O)[C@H](CC(=O)NCC1CCCCC1)C2	-7
CCCCC1Cc2[nH]c(=S)[nH]c(=O)c2C(c2ccc(Cl)cc2)O1 (centres undefined)	-3
COC(=O)[C@H](Cc1ccccc1)NC(=O)NCCc1ccc(F)cc1	24
COc1ccccc1C=C1CCc2ccccc2C1=O	-2
c1ccc(CSc2nnc(NC3CCCCC3)s2)cc1	42*
CC(=O)c1ccc(NC(=O)CN2CCN(S(=O)(=O)c3ccc4c(c3)OCCO4)CC2)cc1	-1
COC(=O)c1cccc(NC(=O)c2ccc(S(=O)(=O)N(C)c3ccccc3OC)cc2)c1	-7
CC(=O)NC(C)(c1ccccc1)c1nc(-c2ccc(S(C)(=O)=O)cc2)cs1 (centres undefined)	-1
O=c1c(-c2ccccc2)cocc1-c1ccccc1	18
CC(C)c1ccc(NC(=O)c2cc(-c3cc(F)ccc3OCC3CCCO3)n[nH]2)cc1 (centres undefined)	-4
COC(=O)[C@]12CCCCC=C1N(Cc1ccco1)C(=O)[C@H](CC(=O)NCCc1ccccc1OC)C2	5
O=C(CCCn1c(=S)[nH]c2cc3c(cc2c1=O)OCO3)NCCc1ccc(Cl)cc1	-6
O=C(NCCN1CCNC1=O)c1ccc2sc([C@@H]3O[C@H](CO)[C@H](O)[C@H](O)[C@H]3O)nc2c1	27
O=C(NCCc1ccccc1)c1cccc2c(-c3ccc(F)c(F)c3)coc12	-3
O=C1NC(Cc2ccccc2)c2nc3cc(F)ccc3c(=O)n2-c2ccccc21 (centres undefined)	4
C[C@@H]1CN([C@H](C)CO)C(=O)c2c(c3ccccc3n2C)-c2ccccc2CO[C@H]1CN(C)C(=O)c1cc(Cl)cc(Cl)c1	-1
C[C@H](CO)N1C[C@H](C)[C@@H](CN(C)C(=O)C2CCOCC2)Oc2ncc(Br)cc2C1=O	0
COc1cccc(CN2CCC2(C)C(=O)Nc2cccc(Oc3ccccc3)c2)c1F (centres undefined)	0
CCOC(=O)C1CCCN(C(=O)c2ccc(OC)cc2)CC1 (centres undefined)	0
COc1ccc(CCC(=O)Nc2nnc(C)s2)cc1	63*
COc1ccc(C2CC(c3cccs3)=NN2C(=O)CCCC(=O)O)cc1OC (centres undefined)	-2
CCOC(=O)C(=C1Nc2ccccc2N1)n1c(-c2cccnc2)nc2ccccc21	25

Among those listed so far, eleven have an aryl methoxy group:
SMILES	Wnt act
COc1ccc(C(C)(NC(C)=O)c2nc(-c3cccc(C(F)(F)F)c3)cs2)cc1 (centres undefined)	-1
CCN1C(=O)[C@H]2[C@@H](c3ccc(OC)cc3)N[C@]3(CCCN(Cc4ccc(C(F)(F)F)cc4)C3=O)[C@H]2C1=O	-2
COc1cccc(C#CC2=CC(=O)C[C@H](c3ccc(F)cc3)C2)c1	-1
COc1ccccc1N(C(C)=O)C1=C(Cl)C(=O)c2ccccc2C1=O	-5
COc1ccccc1C=C1CCc2ccccc2C1=O	-2
COC(=O)c1cccc(NC(=O)c2ccc(S(=O)(=O)N(C)c3ccccc3OC)cc2)c1	-7
COC(=O)[C@]12CCCCC=C1N(Cc1ccco1)C(=O)[C@H](CC(=O)NCCc1ccccc1OC)C2	5
COc1cccc(CN2CCC2(C)C(=O)Nc2cccc(Oc3ccccc3)c2)c1F (centres undefined)	0
CCOC(=O)C1CCCN(C(=O)c2ccc(OC)cc2)CC1 (centres undefined)	0
COc1ccc(CCC(=O)Nc2nnc(C)s2)cc1	63*
COc1ccc(C2CC(c3cccs3)=NN2C(=O)CCCC(=O)O)cc1OC (centres undefined)	-2

(next part)
SMILES	Wnt act
CC1(C)CC2(CC(c3ccccc3)Oc3cc(O)ccc32)NC(=O)N1 (centres undefined)	0
CN1CCN(C(=O)C2Cc3c(-c4ccc5c(c4)OCO5)ccnc3O2)CC1 (centres undefined)	-1
O=C1NNC(c2ccccc2)=N/C1=C\c1ccc(Cl)cc1	6
S=C(NCCc1ccccc1)N1CCC2CC1c1c(Cl)cccc12 (centres undefined)	-1
CCCNC(=O)C1(C)CCN(CCOc2ccc(Cl)cc2)C1 (centres undefined)	-1
COC(=O)[C@H](CC(C)C)NS(=O)(=O)c1c(F)cccc1F	-1
COc1ccc(C(=O)Nc2nc(OCC(F)(F)F)cnc2/C=C\c2ccccc2)c(OC)c1	-4
Cc1ccc2nc3n(c(=O)c2c1)-c1cc(Cl)ccc1C(=O)NC3Cc1ccc(O)cc1 (centres undefined)	-2
NC(CCc1ccccc1)c1csc(Nc2ccc(C(=O)NCCO)cc2)n1 (centres undefined)	-2
Cc1cc(NC(=O)c2cc3cc([N+](=O)[O-])ccc3s2)no1	1
COc1cc(CN2C(=O)C(C)ON=C2c2ncccc2C)cc(OC)c1 (centres undefined)	1
Cc1ccc(S(=O)(=O)N2C[C@H]3[C@H]4C(=O)N(c5ccccc5)C(=O)[C@H]4C[C@H](OC(=O)NCC4CCCCC4)[C@@]3(O)C2)cc1	-1
Cc1ccc(-n2nnnc2CNC(=O)C(=O)c2c[nH]c3ccccc23)cc1C	-2
Cc1cnc(CNc2nc3cc(-c4ccccc4C)sc3c(=O)n2C)cn1	-2
O=C(CC[C@H]1O[C@@H](n2ccc(=O)[nH]c2=O)[C@H](O)[C@@H]1O)N[C@H](Cc1ccccc1)C(=O)NCCCN1CCCC1=O	-1
COC(=O)c1ccc2nc(-c3ccc(C)cc3)c(Cc3ccccc3OC)n2c1	23
CSCCC(c1nnnn1C1CCCC1)N1CCN(C/C=C/c2ccccc2)CC1 (centres undefined)	-3
Cc1ccc(S(=O)(=O)N2C[C@@H](C)[C@]3(C2)[C@H](O)[C@H](OC(=O)NCc2ccccc2)C[C@H]2C(=O)N(c4ccccc4)C(=O)[C@H]23)cc1	-3
CS(=O)(=O)N1CCCCC1c1cc(C(=O)Nc2cccc3c2CCCC3)no1 (centres undefined)	0
CC1(C(=O)NS(=O)(=O)c2cccc(C#N)c2)CCN1C(=O)Cc1ccccc1Cl (centres undefined)	0
COc1ccc2c(CN3CCN(c4ccc(Cl)c(Cl)c4)CC3)cc(=O)oc2c1	-2
CCCCNC(=O)C(NC(=O)c1cccc2ccccc12)C(=O)c1ccccc1 (centres undefined)	-4
COc1ccc(CC(=O)N(C)c2ccccc2)cc1S(=O)(=O)N1CCOCC1	0
CC(=O)Nc1cc(-c2ccccc2N(C)C)cn2c(-c3cccc(C(F)(F)F)c3)cnc12	-3

Of the compounds above, these contain bromine.
SMILES	Wnt act
CN(C(=O)c1cc2c(cc1Br)OCO2)c1cccc2ccccc12	-2
C[C@H](CO)N1C[C@H](C)[C@@H](CN(C)C(=O)C2CCOCC2)Oc2ncc(Br)cc2C1=O	0

(further entries)
SMILES	Wnt act
COc1ccc(C(=O)N2CCCCC2c2cc(C(=O)Nc3cccc(C#N)c3)no2)cc1 (centres undefined)	-1
CC(c1ccc2ccccc2c1)c1ccccc1C(=O)O (centres undefined)	-5
N#Cc1cccc(C(=O)C(=O)N2CCN(c3ccccc3)CC2)c1	-3
CC1(C2CC2)NC(=O)N(CC(=O)N2CCN(c3ccccc3F)CC2)C1=O (centres undefined)	-2
CN(C)Cc1c(C(C)(C)O)[nH]c2ccccc12	-1
COc1ccc(CC(N)c2csc(NC(=O)c3cccc(OC(F)(F)F)c3)n2)cc1 (centres undefined)	-7
O=C1NC(Cc2ccccc2)c2nc3ccc(F)cc3c(=O)n2-c2ccccc21 (centres undefined)	5
O=C(NCc1ccc(F)c(F)c1)C1Cc2c(-c3ccc4c(c3)OCO4)ccnc2O1 (centres undefined)	-3
CC(CC(c1ccccc1)N1CCc2ccccc2C1)=NO (centres undefined)	-2
CCCc1nnc(NC(=O)c2cccnc2)s1	4
COc1ccc(-c2csc(C(NC(C)=O)c3ccc(F)c(F)c3)n2)cn1 (centres undefined)	-2
COc1ccc2nc(-c3ccc(CN4CCC5(CC4)CNc4ccccc45)cc3)c(-c3ccccc3)nc2c1	-4
CN(C)CCNc1ncnc2c1ncn2[C@H]1CN(Cc2cccs2)C[C@@H](CO)O1	-1
CCCCOCC1CN(CCCC)S(=O)(=O)c2c(F)cccc2O1 (centres undefined)	-1
CCN(CC)C(=O)C1=C(C)N(CCCOC)C(=O)C(CC(=O)NCc2cccc3ccccc23)C1 (centres undefined)	0
CCOC(=O)c1c(NC(=S)N2CCCCC2)sc2c1CCN(C(=O)OCC)C2	2
CCOC(=O)C1=C(C)N=c2s/c(=C/c3cccc(OCC(=O)O)c3)c(=O)n2C1c1ccc(F)cc1 (centres undefined)	-1
O=C(COC(=O)/C=C/c1ccccc1)NCc1ccco1	0
CC(=O)c1ccc(-c2cccc3nccn23)cc1	-1
CC1(c2cccc(Br)c2)NC(=O)N(CC(=O)c2ccc3c(c2)OCO3)C1=O (centres undefined)	-1
OC1c2c(F)cccc2N=C2CCCCN21 (centres undefined)	-2
C[C@@H]1CN([C@@H](C)CO)C(=O)CCCn2nncc2CO[C@H]1CN(C)C(=O)Nc1ccnc(N2CCOCC2)c1	2
C#CCN(C[C@@H]1[C@@H](OC(=O)Nc2cccs2)[C@@H](OC(=O)Nc2cccs2)Cn2c(=O)n(CCCCCC)c(=O)n21)S(=O)(=O)c1ccc(C)cc1	-2
